APOBEC3G inh = inhibitors of human APOBEC3G DNA deaminase. hit rate 0.28% among 330,000. inhibition, % at 20 µM. recombinant A3G, ssDNA deamination FAM/TAMRA fluorescence. Q9HC16;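 active means inhibition of at least 40% at 20 µM, with no more than 30% in the related APOBEC3A deaminase screen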;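 further: plate controls were DMSO wells with A3G for no effect and wells lacking A3G enzyme for full effect; some compounds called inactive have numbers as strong as hits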
mIAP block = mouse IAP inhibition; AID 2806; inhibition, % at 10 µM; hit rate 0.2% among 330,000; purified mouse IAP, CDP-Star luminescence, 30 min;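 active means inhibition of at least 40% at 10 µM in the primary screen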;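 further: plate controls were DMSO with enzyme for no effect and no enzyme wells for full effect; values of inactives mirror those of a sister screen read the other way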
hIAP block = blocks human intestinal alkaline phosphatase | P09923 | purified IAP, CDP-Star luminescence, 30 min | inhibition, % at 10 µM | hit rate 0.12% among 330,000;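 active means inhibition reaching a set limit with compound at 10 µM in the primary screen, cut at about 35% in these data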;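 further: plate controls were DMSO wells with enzyme for no effect and no-enzyme buffer wells for full effect; values of inactives mirror those of a sister screen read the other way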
Target sequence (P09923 whole entry, looked up): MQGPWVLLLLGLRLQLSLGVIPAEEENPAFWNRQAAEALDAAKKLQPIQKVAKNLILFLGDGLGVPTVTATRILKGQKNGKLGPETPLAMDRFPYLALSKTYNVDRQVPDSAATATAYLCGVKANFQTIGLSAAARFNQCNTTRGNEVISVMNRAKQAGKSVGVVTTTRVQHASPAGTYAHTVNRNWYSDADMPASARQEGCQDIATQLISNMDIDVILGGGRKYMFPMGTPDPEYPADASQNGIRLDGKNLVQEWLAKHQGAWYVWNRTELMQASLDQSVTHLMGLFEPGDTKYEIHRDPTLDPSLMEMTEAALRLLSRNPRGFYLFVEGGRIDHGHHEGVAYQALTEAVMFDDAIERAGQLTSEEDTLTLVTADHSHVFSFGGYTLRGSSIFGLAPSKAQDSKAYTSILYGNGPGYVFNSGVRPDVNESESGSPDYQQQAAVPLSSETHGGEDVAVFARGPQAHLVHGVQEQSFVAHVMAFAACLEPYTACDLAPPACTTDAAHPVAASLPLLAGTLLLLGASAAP
hIAP activ = human IAP activation | purified human IAP, CDP-Star luminescence, 30 min; stronger effect = higher value; 1 = vehicle-only enzyme, 0 = enzyme-free background | activation factor at 10 µM | hit rate 0.16% among 330,000 | AID 2524;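 active means activation factor of the enzyme at least 2-fold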; further: the source names both 10 and 20 µM as test concentration; values of inactives mirror those of a sister screen read the other way
mIAP activ = mouse IAP activation | hit rate 0.24% among 330,000 | muIAP, CDP-Star luminescence, 30 min; stronger effect = higher value; 1 = vehicle-only enzyme signal, 0 = enzyme-free wells | AID 2805 | activation factor at 10 µM;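 active means activation factor of at least 2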; further: the source names both 10 and 20 µM as test concentration; values of inactives mirror those of a sister screen read the other way
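Assay system: mouse IAP enzyme / Compound: DMSO-dissolved test compounds / Timing: 30 min, room temperature / Measured by: luminescence from enzymatic CDP-Star hydrolysis / Control set: DMSO-only wells, enzyme-free buffer wells as negative control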
A3A deaminase = blocks human APOBEC3A ssDNA deamination | P31941 | hit rate 0.41% among 330,000 | inhibition, % at 20 µM | recombinant A3A, FAM/TAMRA ssDNA deamination fluorescence;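 active means at least 40% inhibition at 20 µM here, with at most 30% in a related deaminase screen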;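 further: plate controls were A3A with DMSO for no effect and wells lacking A3A enzyme for full effect; some results filed as inactive read as strong as hits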
Target sequence (P31941 whole entry, looked up): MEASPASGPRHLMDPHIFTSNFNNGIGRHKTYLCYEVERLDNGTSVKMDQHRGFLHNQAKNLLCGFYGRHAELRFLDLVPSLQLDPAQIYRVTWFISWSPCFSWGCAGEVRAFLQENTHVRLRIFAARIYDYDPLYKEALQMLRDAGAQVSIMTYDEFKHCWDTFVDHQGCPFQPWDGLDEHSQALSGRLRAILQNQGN
beta cell repl = inducers of beta-cell replication in MIN6 cells | MIN6 cells proliferation, ATPlite luminescence, 48 h; cells starved in 0.2% serum; 100% = growth in 10% serum | proliferation, % at 10 µM | hit rate 0.29% among 330,000 | AID 2380;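 active means compounds whose signal lies at least 3.5 SD above the mean of all wells on their plate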;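 further: 0% = DMSO-treated cells in low-serum medium and 100% = 10% serum control; some compounds called inactive have numbers as strong as hits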
MPTP block = permeability transition pore inhibition. isolated mouse mitochondria, Ca2+ swelling absorbance, 30 min. hit rate 1.4% among 360,000. inhibition, % at 10 µM;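 active means inhibition of 50% or more, scaled per plate between neutral and stimulator controls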;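 further: 0% = DMSO wells given calcium and 100% = 1 mM EGTA wells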
NR3A LBD binder = NR3A (human) ligand-binding domain modulation. NR3A LBD differential scanning fluorimetry, Tm shift; 0% = protein alone, 100% = glycine-bound protein. Tm shift relative to glycine control, % at 25 µM. hit rate 2.5% among 340,000. AID 1259313;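 active means melting temperature shift of at least 10% of the positive control shift, at one fixed dose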
Starred values were filed as active, the others as inactive; . = no result given.

#1 Cc1ccc(S(=O)(=O)N2CCOCC2)cc1NC(=O)CSc1nc(N)cc(=O)[nH]1
#2 CCOC(=O)N1CCN(c2c(NCCN3CCN(c4ccccc4F)CC3)c(=O)c2=O)CC1
#3 CC(=O)c1c(C)[nH]c(C(=O)Nc2ccc(C)cc2Br)c1C
#4 COC(=O)c1sc(NC(=O)C2CCCO2)c(C(=O)OC)c1C (stereo unspecified)
#5 OC(CNc1ccccc1)COc1ccc(OCC(O)CNc2ccccc2)cc1 (stereo unspecified)
#6 Cc1ccccc1Cn1nc(C)c(NC(=O)/C=C/c2cnn(C)c2)c1C
#7 COc1cc(CC(=O)Oc2ccc3c(c2)OCO3)cc(OC)c1OC
#8 CCOC(=O)C1CN(S(=O)(=O)c2ccc(OC)cc2)c2ccccc2O1 (stereo unspecified)

Assay by compound | 1 | 2 | 3 | 4 | 5 | 6 | 7 | 8
APOBEC3G inh | -9 | -5 | -5 | -6 | -5 | -5 | -4 | -5
mIAP block | 8 | -9 | -10 | -6 | -4 | -12 | 8 | -3
hIAP block | -8 | -7 | -12 | -18 | 9 | -11 | -10 | -2
hIAP activ | 1.1 | 1.1 | 1.1 | 1.2 | 0.91 | 1.1 | 1.1 | 1
mIAP activ | 0.92 | 1.1 | 1.1 | 1.1 | 1 | 1.1 | 0.93 | 1
A3A deaminase | -8 | -5 | -3 | -7 | -2 | -2 | 0 | -3
beta cell repl | 1 | -1 | -3 | -1 | -4 | -1 | -1 | 2
MPTP block | 2.2 | 0.2 | -3.2 | -1.1 | 5.1 | -1.7 | -1.3 | 0.0
NR3A LBD binder | 0 | 0 | 0 | 0 | 4 | -1 | 1 | -6

#9 Cc1ccc(Nc2c(N)c(=O)oc3ccccc23)cc1
#10 CSCc1c(C(=O)OCC(=O)c2ccc[nH]2)oc2ccccc12
#11 COc1cccc(-c2nn[nH]n2)c1O
#12 COC(C[C@@H]1O[C@H]1[C@H](O)[C@@H](C)OCc1ccccc1)OC
#13 COc1ccc(Oc2nc3ccccc3nc2C(F)(F)F)cc1
#14 O=C(Nc1cccc(S(=O)(=O)N2CCOCC2)c1)c1cc([N+](=O)[O-])ccc1N1CCOCC1
#15 O=C(Nc1cc2c(cc1Br)OCCCO2)c1cccnc1
#16 O=C(CSc1nc2cc(Cl)ccc2o1)NC1CC1

Assay by compound | 9 | 10 | 11 | 12 | 13 | 14 | 15 | 16
APOBEC3G inh | -7 | 14 | -10 | -9 | -3 | 9 | -2 | -5
mIAP block | 0 | 7 | 10 | 2 | 4 | -9 | 4 | 3
hIAP block | -18 | -11 | 15 | 7 | -2 | 3 | -21 | 6
hIAP activ | 1.2 | 1.1 | 0.85 | 0.93 | 1 | 0.97 | 1.2 | 0.94
mIAP activ | 0.99 | 0.93 | 0.9 | 0.98 | 0.96 | 1.1 | 0.96 | 0.97
A3A deaminase | -2 | -1 | -5 | 0 | -2 | 7 | -2 | -1
beta cell repl | -3 | 1 | 0 | -4 | -2 | 1 | 4 | -1
MPTP block | 7.7 | 0.0 | 0.7 | . | 1.4 | -0.7 | 0.1 | -0.4
NR3A LBD binder | -2 | 0 | 1 | . | 4 | 1 | -2 | 2

#17 O=C/C(=C\Nc1ccc(Br)cc1)c1nc2ccccc2o1
#18 Cc1ccc(S(=O)(=O)Oc2ccccc2/C=C2/SC(=O)NC2=O)cc1
#19 Cc1ccc(-n2ncc3c(NCc4cccnc4)ncnc32)c(C)c1
#20 CCn1c(SCC(=O)NC2CCCCC2)nnc1C(CO)NC(=O)c1ccccc1 (stereo unspecified)
#21 CC(=O)c1c(C(=O)O)c2ccccc2[nH]c1=O
#22 CC(NC(=O)C(C)N1CCN(Cc2ccccc2)CC1)c1ccc(F)cc1 (stereo unspecified)
#23 CCn1cc(Cl)c(C(=O)Nc2nc3ccccc3n2CCN2CCCCC2)n1
#24 CCOC(=O)Nc1ccc2nc(N3CCCCCC3)sc2c1

Assay by compound | 17 | 18 | 19 | 20 | 21 | 22 | 23 | 24
APOBEC3G inh | -13 | -1 | -9 | -10 | -2 | -13 | -7 | -9
mIAP block | -5 | -8 | 5 | -6 | 8 | 6 | 2 | 7
hIAP block | -26 | 13 | 9 | 18 | 0 | 7 | -23 | 7
hIAP activ | 1.3 | 0.87 | 0.91 | 0.82 | 1 | 0.93 | 1.2 | 0.93
mIAP activ | 1.1 | 1.1 | 0.95 | 1.1 | 0.92 | 0.94 | 0.98 | 0.93
A3A deaminase | -3 | 2 | -3 | 0 | -3 | -4 | -4 | -3
beta cell repl | -2 | -2 | 0 | 2 | -3 | 0 | -3 | -1
MPTP block | 2.9 | 31 | 38 | -0.1 | 0.1 | 3.4 | -1.6 | -0.3
NR3A LBD binder | 3 | -2 | -6 | -1 | 1 | 2 | 2 | 21*

A draw from above in order of formula weight, descending:
#2 CCOC(=O)N1CCN(c2c(NCCN3CCN(c4ccccc4F)CC3)c(=O)c2=O)CC1
#19 Cc1ccc(-n2ncc3c(NCc4cccnc4)ncnc32)c(C)c1
#4 COC(=O)c1sc(NC(=O)C2CCCO2)c(C(=O)OC)c1C (stereo unspecified)
#12 COC(C[C@@H]1O[C@H]1[C@H](O)[C@@H](C)OCc1ccccc1)OC

Assay by compound | 2 | 19 | 4 | 12
APOBEC3G inh | -5 | -9 | -6 | -9
mIAP block | -9 | 5 | -6 | 2
hIAP block | -7 | 9 | -18 | 7
hIAP activ | 1.1 | 0.91 | 1.2 | 0.93
mIAP activ | 1.1 | 0.95 | 1.1 | 0.98
A3A deaminase | -5 | -3 | -7 | 0
beta cell repl | -1 | 0 | -1 | -4
MPTP block | 0.2 | 38 | -1.1 | .
NR3A LBD binder | 0 | -6 | 0 | .

Later entries:
#25 N#Cc1ccccc1NC(=O)COC(=O)c1c[nH]c2ccccc12
#26 Cc1nc(Nc2ccc(C(=O)O)cc2)sc1-c1ccccc1
#27 C/C(CC(=O)NCc1ccco1)=N\NC(=O)COc1ccc(Cl)cc1Cl
#28 Cc1ccc(C2C(C=Nc3c(C)n(C)n(-c4ccccc4)c3=O)=C(c3ccccc3)Oc3ccccc32)cc1 (stereo unspecified)
#29 Cc1nc(C(=O)Nc2cc(Cl)ccc2Cl)nn1-c1cc(OC(C)C)c(Cl)cc1Cl
#30 CCCCN(C(=O)C(C)N1C(=O)c2ccccc2C1=O)c1c(N)n(CC(C)C)c(=O)[nH]c1=O (stereo unspecified)
#31 COc1ccc(N(CC(=O)NC2CCCC2)C(=O)Cn2nnc(-c3ccc(C)o3)n2)c(OC)c1
#32 COc1ccc(N2CC(C(=O)OCC(=O)Nc3cccc(C)c3C)CC2=O)cc1 (stereo unspecified)
#33 CC1(C)CC(N2CN(C3CCCCC3)CC2=O)CC(C)(C)N1

Assay by compound | 25 | 26 | 27 | 28 | 29 | 30 | 31 | 32 | 33
APOBEC3G inh | -7 | -2 | -7 | -5 | -5 | -6 | -9 | -9 | -7
mIAP block | 3 | 8 | 0 | -5 | 9 | -5 | -5 | 4 | -7
hIAP block | 9 | 8 | 7 | 12 | 10 | -23 | 3 | -7 | -5
hIAP activ | 0.91 | 0.92 | 0.93 | 0.88 | 0.9 | 1.2 | 0.97 | 1.1 | 1
mIAP activ | 0.97 | 0.92 | 1 | 1 | 0.91 | 1.1 | 1 | 0.96 | 1.1
A3A deaminase | 22 | 0 | 2 | -4 | -2 | -1 | -4 | -3 | -4
beta cell repl | 3 | -1 | -2 | 0 | -5 | -5 | -1 | 2 | -1
MPTP block | -0.7 | -0.1 | 0.5 | 1.5 | 4.1 | -0.1 | -2.2 | -1.2 | 1.3
NR3A LBD binder | -2 | 7 | 0 | 2 | 0 | 2 | -1 | -1 | -1

Looked up above.
beta cell repl result of cpd 29 → -5
hIAP block result of cpd 26 → 8

Results in sequence from the entries so far.
A3A deaminase, compounds 25 to 33 → 22, 0, 2, -4, -2, -1, -4, -3, -4
hIAP activ, compounds 25 to 33 → 0.91, 0.92, 0.93, 0.88, 0.9, 1.2, 0.97, 1.1, 1
